NPC1 promoter act: activates the NPC1 promoter | Huh7 NPC1 promoter luciferase reporter, 24 h | Potency, µM (series often up to 9.22 µM), for the others: at the highest dose activation, most hits filed as activators | 2.4% of 320,000 active;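 further: potency means the concentration at half of the fitted maximal effect; % of control where 0% means no effect; nearly all actives have a fitted effect of over 60% in size; reporter is driven by a mutant NPC1 promoter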
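Luminescence read-out of NPC1 promoter-driven luciferase in stably transfected Huh7 cells; compounds delivered in DMSO and left 24 h at 37C, 5% CO2, qHTS titration format.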
FLuc modulator: firefly luciferase modulation, counter-screen for miR-21 project; AID 588342; purified FLuc, Km substrates, luminescence inhibition; Potency, µM (titrated, usually from 57.5 µM), for the others: at the highest dose activity change, negative = inhibition, actives largely listed as inhibitors; P08659; 6.9% of 360,000 active;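 further: potency means the concentration at half of the fitted maximal effect; plate controls were vehicle for no effect and reference inhibitor for full effect; nearly all actives have a fitted effect of over 55% in size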
Target sequence (P08659 whole entry, looked up): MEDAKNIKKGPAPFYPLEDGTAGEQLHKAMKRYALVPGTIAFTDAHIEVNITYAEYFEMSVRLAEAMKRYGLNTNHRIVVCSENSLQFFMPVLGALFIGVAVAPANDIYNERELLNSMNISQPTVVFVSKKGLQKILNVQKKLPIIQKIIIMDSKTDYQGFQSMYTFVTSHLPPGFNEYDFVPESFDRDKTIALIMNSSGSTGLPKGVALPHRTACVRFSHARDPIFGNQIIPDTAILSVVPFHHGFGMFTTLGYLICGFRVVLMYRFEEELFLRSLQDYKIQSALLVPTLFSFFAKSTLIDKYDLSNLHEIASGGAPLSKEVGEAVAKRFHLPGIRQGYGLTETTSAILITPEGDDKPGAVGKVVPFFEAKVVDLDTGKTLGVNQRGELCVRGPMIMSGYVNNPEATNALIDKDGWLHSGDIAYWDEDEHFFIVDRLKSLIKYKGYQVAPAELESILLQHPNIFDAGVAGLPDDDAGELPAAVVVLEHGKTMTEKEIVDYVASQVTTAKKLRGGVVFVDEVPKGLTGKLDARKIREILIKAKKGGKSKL
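Biochemical qHTS of compounds, final roughly 60 µM downward over six points, against 10 nM purified firefly luciferase using Km concentrations of substrates (10 uM D-luciferin, 10 uM ATP) in Tris acetate pH 7.5 buffer; luminescence output.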
Giardia killer: kills Giardia lamblia | Giardia lamblia trophozoite viability | AID 540267 | 0.15% of 340,000 active | activity change, % at 7.66 µM, hits read low; in the data active means activity change below about -80%; inconclusive means between about -30% and that limit;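 further: parasites exposed to compound for two days anaerobically before the ATP read; on the % scale 0 is the no-effect control and ±100 the full control effect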
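Killing of trophozoites was scored by loss of ATP luminescence after a 48 hrs anaerobic exposure to compounds at 37 deg C, using 100 cells per well.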
Rab9 promoter act: activators of Rab9 promoter; Huh7 Rab9 promoter-luciferase reporter, luminescence, 24 h; Potency, µM (titrated, usually from 9.22 µM), without a hit: at the top dose activation, negative = inhibition, most hits filed as activators; 2.8% of 320,000 active; further: potency means the concentration at half of the fitted maximal effect; % of control where 0% means no effect; nearly all actives have a fitted effect of over 60% in size
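Luminescence read-out: Huh7 cells stably expressing Rab9-luciferase, treated 24 h with compound at 37 °C, then lysed with luciferase reagent for 10 min at ambient before reading.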
Coupling enz: inhibits coupling enzyme system, counter-screen for aldolase hits; coupling enzyme system counterscreen, AmpLite Red fluorescence; activity change, negative = inhibition, % at 58.2 µM, hits read low; 0.67% of 290,000 active; AID 2472; in the data active means activity change below about -30%; further: on the % scale 0 is the no-effect control and ±100 the full control effect
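Compounds tested against the coupling enzymes alone at 57.5 uM final; readout was AmpLite Red fluorescence (525/598 nm) after 20 min at RT.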
Tb PFK block: T. brucei PFK enzyme inhibition. 0.17% of 330,000 active. T. brucei PFK, ADP-Glo luminescence. O15648. Potency, µM (doses to about 57.5 µM), for inactives: at the highest dose activity, negative = inhibition, hits mostly inhibitors;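 further: potency means the concentration at half of the fitted maximal effect; 0% = uninhibited 1x PFK enzyme wells and -100% = no-enzyme wells; nearly all actives have a fitted effect of over 60% in size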
Target sequence (O15648 whole entry, looked up): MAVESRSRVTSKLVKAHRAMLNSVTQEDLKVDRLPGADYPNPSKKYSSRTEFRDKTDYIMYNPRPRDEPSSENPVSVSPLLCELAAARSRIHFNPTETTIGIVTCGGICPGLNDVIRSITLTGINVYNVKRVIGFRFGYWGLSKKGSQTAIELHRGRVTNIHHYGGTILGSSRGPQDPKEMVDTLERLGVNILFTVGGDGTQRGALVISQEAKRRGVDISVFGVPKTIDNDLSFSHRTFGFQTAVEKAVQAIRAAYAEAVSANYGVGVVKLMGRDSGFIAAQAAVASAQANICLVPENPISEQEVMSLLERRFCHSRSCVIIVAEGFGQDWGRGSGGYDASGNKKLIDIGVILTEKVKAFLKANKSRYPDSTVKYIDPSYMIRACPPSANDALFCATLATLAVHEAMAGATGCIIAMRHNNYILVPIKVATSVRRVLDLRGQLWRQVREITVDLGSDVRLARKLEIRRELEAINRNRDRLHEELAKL
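In TEA buffer at pH 8.0 with 5 mM MgCl2, enzyme (1.25 nM) converted F6P (0.5 mM) and ATP (0.1 mM) for 45 min at room temperature. ADP product was read by luciferase luminescence.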
VP16 counter: inhibits Gal4-VP16 luciferase reporter, ROR gamma counter-screen | Drosophila S2 Gal4-VP16 UAS-luciferase, luminescence, 20 h | Potency, µM (highest dose often 53.6 µM), without a hit: at the top dose activity, negative = inhibition, usual class: inhibitors | 3.5% of 310,000 active | AID 2546;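 further: Gal4-VP16 expression switched on by copper sulfate through the metallothionein promoter; potency means the concentration at half of the fitted maximal effect; on the % scale 0 is the no-effect control and ±100 the full control effect; nearly all actives have a fitted effect of over 50% in size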
KCNH2 3.1 inh: KCNH2 3.1 (human) potassium channel inhibition | U2OS KCNH2 3.1, thallium flux FluxOr; active compounds read low | activity change, % (tested at about 1.8 µM) | 0.95% of 340,000 active | AID 720553;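 active means maximum activity change below -70%; inconclusive means maximum activity change from -70% to -50%; inactive means maximum activity change above -50%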;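 further: thallium influx rate constant from kinetic fluorescence after stimulation buffer; on the % scale 0 is the no-effect control and ±100 the full control effect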
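Steps: virus added to U2OS suspension (4 h, RT, dark); medium with 10% FBS added, cells plated, 37 C overnight; FluxOr/Red40 loading buffer 45 min RT; stimulation buffer, 2 min kinetic read; rate constant normalized.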
uPA surface inh: blocks generation of uPA at the cell surface; cell surface uPA generation assay, qHTS; 0.31% of 330,000 active; Potency, µM (highest dose often 38.3 µM), for inactives: top-dose activity change, negative = inhibition, most hits filed as inhibitors; AID 540303; active means well fitted inhibition curve with a large enough effect; inconclusive means small, poorly fitted or top-dose-only effect; inactive means no such curve, though single readings can be large or run the other way; tested in mouse RAW 264.7 cells; further: potency means the concentration at half of the fitted maximal effect; on the % scale 0 is the no-effect control and ±100 the full control effect; nearly all actives have a fitted effect of over 55% in size
RORg inh: blocks mouse ROR gamma transcriptional activity | P51450 | Drosophila S2 Gal4-RORgamma UAS-luciferase reporter, 20 h | Potency, µM (titrated, usually from 53.6 µM), inactives show at the top dose activity change, negative = inhibition, most hits filed as inhibitors | 5.4% of 310,000 active; further: potency means the concentration at half of the fitted maximal effect; on the % scale 0 is the no-effect control and ±100 the full control effect; nearly all actives have a fitted effect of over 60% in size
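ROR gamma transcriptional activity was tracked as Gal4-UAS luciferase output in stably transfected Drosophila Schneider cells, with compound added 1 hr before 700 uM copper sulfate induction and a 20 hr ambient-temperature incubation.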
ELG1 genotoxic: genotoxicity induction in ELG1-luciferase HEK293T cells; HEK293T ELG1-luciferase reporter, luminescence, 16 h; Potency, µM (top dose mostly 46 µM), for inactives: at the highest dose activity change, positive = activation, hits mostly activators; 1.3% of 330,000 active; further: potency means the concentration at half of the fitted maximal effect; % of control where 0% means no effect; nearly all actives have a fitted effect of over 60% in size
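Genotoxicity was scored as increased ELG1-luciferase reporter signal, measured by ONE-Glo luminescence (30 min, room temperature). Compound or vehicle exposure of the HEK293T reporter cells lasted 16 hr at 37°C.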
The depositor's hits bear a star; u = inconclusive; x = not tested or not shown; [ ] = remark or other dose. Unless noted, the call rests on the fitted dose curve; in most records, active means well fitted curve in the direction sought with a large enough effect; inconclusive means small, poorly fitted or top-dose-only effect, or another doubt; inactive means no such curve, though single readings can be large; an effect the other way counts as inactive or inconclusive. Hits appear at their usual frequency; about 14% have a hit in one of these screens.

#1 Cc1c(C(Nc2ccccn2)c2ccc(Cl)cc2)c(=O)n(-c2ccccc2)n1C (stereo unspecified)
#2 COc1ccc(NS(=O)(=O)c2cccc(C(=O)NNC(=O)c3cncc(Br)c3)c2)cc1
#3 COc1ccc(S(=O)(=O)NC(C)C(=O)NCC2CCCO2)cc1OC (stereo unspecified)
#4 CN(C)CCNC(=O)c1ccccc1-c1ccccc1
#5 COCCn1c(C)cc(C(=O)COC(=O)/C=C/c2c(C)nn(C3CCS(=O)(=O)C3)c2Cl)c1C (stereo unspecified)
#6 CCOC(=O)CC(NC(=O)Cc1ccccc1)c1ccccc1Cl (stereo unspecified)
#7 COc1ccc(C2/C(=C(\O)c3cc(C)ccc3C)C(=O)C(=O)N2CCN(C)C)cc1OC (stereo unspecified)
#8 Cc1ccc(Nc2nnc(C3C(=O)N(C)C4(C)CC3c3cc(Br)ccc3O4)s2)cc1 (stereo unspecified)

Compound,1,2,3,4,5,6,7,8
NPC1 promoter act,x,2%,2%,4%,1%,-1%,6%,-2%
FLuc modulator,2%,5%,0%,-1%,2%,2%,0%,6%
Giardia killer,2,8,-2,-2,3,-7,-2,-1
Rab9 promoter act,x,0%,2%,1%,0%,-2%,15%,-4%
Coupling enz,0,x,-1,1,x,2,-4,1
Tb PFK block,x,-2%,-1%,-1%,-10%,2%,-1%,-2%
VP16 counter,-7%,x,-8%,4%,x,-5%,-7%,1%
KCNH2 3.1 inh,2,3,0,15,5,-3,-11,-22
uPA surface inh,4%,1%,8%,2%,-26%,-6%,2%,-3%
RORg inh,36%,x,9%,-6%,x,8%,-16%,40%
ELG1 genotoxic,x,-1%,-3%,-2%,-2%,2%,1%,-1%

#9 CC(CNC(=O)c1cc(COc2ccc3ncccc3c2)on1)c1ccccc1 (stereo unspecified)
#10 CNS(=O)(=O)c1cc(OC)c(OC)cc1CC(=O)OC
#11 COc1ccc([N+](=O)[O-])cc1C(=O)Nc1ccc(OCC(=O)N2CCOCC2)cc1
#12 S=c1[nH]nc(-c2cccs2)n1Cc1ccccc1
#13 CN1CCN(C(=O)NC2CCCN2S(=O)(=O)c2ccc(Cl)cc2)CC1 (stereo unspecified)
#14 CCOc1ccc(N2C(=O)C3C(c4ccccc4F)NN(C(=O)c4ccc(C)cc4)C3C2=O)cc1 (stereo unspecified)
#15 Cc1ccc(Nc2nc(N)nc(CSC(=S)N3CCOCC3)n2)cc1
#16 CCN1CCN(C(=O)c2cn(CC)c3ccc(S(=O)(=O)N(C)C)cc3c2=O)CC1

Compound,9,10,11,12,13,14,15,16
NPC1 promoter act,-12%,-2%,0%,1%,-1%,0%,2.8µM*,0%
FLuc modulator,-17%,0%,-12%,-1%,3%,0%,15µM*,14%
Giardia killer,11,6,u,21,-10,-5,-7,-1
Rab9 promoter act,-17%,6%,-4%,-11%,-4%,0%,u,7%
Coupling enz,-4,1,2,1,1,3,-1,-1
Tb PFK block,1%,4%,-1%,0%,-9%,4%,-1%,6%
VP16 counter,10µM*,-3%,3%,u,-8%,-18%,-1%,u
KCNH2 3.1 inh,-11,13,10,8,-2,-4,11,6
uPA surface inh,u,2%,3%,3%,5%,-2%,11%,3%
RORg inh,u,1%,u,2.8µM*,u,4%,9%,u
ELG1 genotoxic,-19%,-1%,0%,0%,0%,0%,u,-1%

#17 O=C(Nc1ccc(F)cc1)c1ccc(C(=O)N2CCCC(O)C2)cc1 (stereo unspecified)
#18 CCCNC(=O)CN(Cc1ccccc1F)S(=O)(=O)c1ccc(C)cc1
#19 O=C(CCC(=O)Nc1ccccc1)NNC(=O)COc1ccccc1
#20 CCC(C)C(=O)Nc1nc2ccc(S(C)(=O)=O)cc2s1 (stereo unspecified)
#21 O=C(CSc1nc2ccccc2c(=O)n1-c1ccc(F)cc1)Nc1ccc(C(=O)O)cc1
#22 COCCOC(=O)c1nccnc1C(=O)Nc1ccc(S(=O)(=O)N2CCOCC2)cc1
#23 Cc1ccccc1-c1cc(C(=O)O)n(CC2CC(c3cccnc3)=NO2)n1 (stereo unspecified)
#24 COCCn1nnnc1C(c1cc2ccc(OC)cc2[nH]c1=O)N1CCN(C2CCCCC2)CC1 (stereo unspecified)

Compound,17,18,19,20,21,22,23,24
NPC1 promoter act,5%,-1%,1%,11%,-8%,-10%,-5%,15%
FLuc modulator,-4%,0%,-2%,-12%,-1%,1%,6%,-1%
Giardia killer,22,8,3,-10,-1,-10,-26,-17
Rab9 promoter act,4%,-7%,-4%,17%,13%[1.84 µM],-4%,-9%,-5%
Coupling enz,x,0,0,-2,21,2,x,1
Tb PFK block,-7%,-1%,-5%,-1%,3%,-3%,4%,3%
VP16 counter,x,2%,-2%,-8%,17%,6%,x,3%
KCNH2 3.1 inh,-1,2,9,-11,5,6,x,-2
uPA surface inh,-14%,x,-1%,-6%,-1%,20%,19%,-2%
RORg inh,x,-38%,-4%,5%,-26%,16%,x,-36%
ELG1 genotoxic,3%,0%,1%,-5%,1%,-1%,-3%,-9%

#25 O=C(COC(=O)c1ccc(Br)o1)Nc1ccc(Br)cc1
#26 COc1cc(-c2ccc(NC(C)=O)c(OC)c2)ccc1NC(C)=O
#27 Cc1ccccc1/C=C/c1nc2ccccc2c(=O)[nH]1
#28 Cc1cccc(-c2n[nH]c(=S)n2C)c1
#29 CC(C)OCCCNC(=O)c1ccc(CN2CCc3ccccc3C2)cc1
#30 O=C1SC(SCc2ccccc2)=N/C1=C\c1ccc(C(=O)O)cc1
#31 O=C(Nc1cccc(F)c1)c1cccnc1NCCc1ccccc1
#32 O=C(CCCNc1ccccc1)N/N=C/c1cccs1

Compound,25,26,27,28,29,30,31,32
NPC1 promoter act,3%,1%,u,-4%,-1%,-2%,-2%,-3%
FLuc modulator,-1%,5%,2.1µM*,-2%,-1%,24µM*,u,-5%
Giardia killer,6,25,u,-7,-6,1,6,-9
Rab9 promoter act,9%,-4%,1.4µM*,2%,-5%,-3%,11%,-4%
Coupling enz,x,-1,1,1,1,9,1,5
Tb PFK block,4%,1%,-1%,-1%,-5%,u,4%,1%
VP16 counter,x,-2%,u,u,-10%,0%,u,-5%
KCNH2 3.1 inh,14,-15,2,6,0,4,-2,19
uPA surface inh,7%,-5%,-12%,4%,2%,0%,0%,2%
RORg inh,x,-1%,u,u,42%,3%,9%,-13%
ELG1 genotoxic,3%,13%,10µM*,0%,-7%,0%,-2%,0%

Sorted by number of heavy atoms (highest first): some entries from above.
#26 COc1cc(-c2ccc(NC(C)=O)c(OC)c2)ccc1NC(C)=O
#32 O=C(CCCNc1ccccc1)N/N=C/c1cccs1
#28 Cc1cccc(-c2n[nH]c(=S)n2C)c1

Compound,26,32,28
NPC1 promoter act,1%,-3%,-4%
FLuc modulator,5%,-5%,-2%
Giardia killer,25,-9,-7
Rab9 promoter act,-4%,-4%,2%
Coupling enz,-1,5,1
Tb PFK block,1%,1%,-1%
VP16 counter,-2%,-5%,u
KCNH2 3.1 inh,-15,19,6
uPA surface inh,-5%,2%,4%
RORg inh,-1%,-13%,u
ELG1 genotoxic,13%,0%,0%

New compounds follow:
#33 COC(=O)c1ccc(-c2nc(O)c(C)s2)cc1
#34 COc1cc(/C=N/NC(=O)COc2ccccc2[N+](=O)[O-])ccc1OC(=O)c1ccco1
#35 Cc1ccc(-n2c(=O)[nH]cc(C(=O)Nc3ccc4c(c3)OCCO4)c2=O)cc1
#36 CCO[C@H]1OC(C(=O)NC2CC2)=C[C@@H](c2ccccc2)[C@@H]1CCCO
#37 O=C(COc1ncnc2ccccc12)Nc1cc([N+](=O)[O-])ccc1Cl

Compound,33,34,35,36,37
NPC1 promoter act,-4%,1%,4%,-8%,-1%
FLuc modulator,9.5µM*,u,-5%,2%,0%
Giardia killer,5,-10,2,-2,-4
Rab9 promoter act,0%,-7%,-4%,7%,0%
Coupling enz,2,2,-2,1,1
Tb PFK block,9%,0%,-1%,0%,3%
VP16 counter,-3%[10 µM],2%,-10%,17%,0%
KCNH2 3.1 inh,0,0,3,22,-14
uPA surface inh,-4%,-10%,5%,u,6%
RORg inh,-1%,-14%[10 µM],25%,-12%,9%
ELG1 genotoxic,11%,7%,2%,1%,1%
